3CLpro inhibitor – SARS-CoV 3CLpro protease inhibition | inhibition, % at 6 µM | actives 0.14% (n = 290,000) | recombinant SARS-CoV 3CLpro, quenched FRET peptide cleavage | P0C6X7; in the data active = inhibition above about 12%
DUSP3 inh – DUSP3 (human) phosphatase inhibition; P51452; recombinant VHR phosphatase, pNPP absorbance; inhibition, % at 13.3 µM; actives 0.52% (n = 290,000); in the data active = inhibition above about 50%; also: some compounds called inactive have numbers as strong as hits
Target sequence (P51452 whole entry, looked up): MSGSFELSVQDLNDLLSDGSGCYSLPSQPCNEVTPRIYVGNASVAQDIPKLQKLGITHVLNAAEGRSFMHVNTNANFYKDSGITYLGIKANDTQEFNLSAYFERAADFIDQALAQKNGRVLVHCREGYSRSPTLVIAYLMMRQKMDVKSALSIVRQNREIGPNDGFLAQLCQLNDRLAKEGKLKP
MazEF act – increases E. coli MazEF RNase cleavage of RNA | P0AE70 | FAM/BHQ RNA-DNA oligo cleavage fluorescence, 5 h | activation, % at 20 µM | actives 0.32% (n = 350,000) | AID 504720; in the data active = activation above about 50%
Target sequence (P0AE70 whole entry, looked up): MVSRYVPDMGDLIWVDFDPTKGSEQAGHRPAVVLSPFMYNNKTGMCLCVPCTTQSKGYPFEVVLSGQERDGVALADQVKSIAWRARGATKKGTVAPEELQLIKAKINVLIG
Rv3671c protease – Rv3671c (M. tuberculosis) protease inhibition; P9WHR9; inhibition, % at 5.96 µM; actives 0.048% (n = 320,000); in the data active = inhibition above about 38%;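 also: extracellular domain of Rv3671c used as enzyme; 0% = enzyme with DMSO and 100% = no enzyme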
Target sequence (P9WHR9 whole entry, looked up, the tested form may be a part): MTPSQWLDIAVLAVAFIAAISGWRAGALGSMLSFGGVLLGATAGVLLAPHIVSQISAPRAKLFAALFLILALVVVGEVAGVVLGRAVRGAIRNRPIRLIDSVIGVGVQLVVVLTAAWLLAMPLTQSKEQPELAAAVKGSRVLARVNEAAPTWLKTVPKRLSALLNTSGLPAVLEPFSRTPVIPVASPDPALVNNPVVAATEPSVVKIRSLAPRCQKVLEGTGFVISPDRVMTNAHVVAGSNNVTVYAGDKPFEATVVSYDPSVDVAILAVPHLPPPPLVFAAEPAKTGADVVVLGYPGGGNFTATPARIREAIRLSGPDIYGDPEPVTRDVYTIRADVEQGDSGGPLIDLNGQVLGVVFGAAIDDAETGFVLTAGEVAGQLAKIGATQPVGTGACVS
BioA inh – blocks M. tuberculosis BioA enzyme activity; inhibition, % at 9.99 µM; purified M. tuberculosis BioA enzyme, plate reader; actives 0.096% (n = 360,000); in the data active = inhibition above about 40%
Mtb UGM inh – blocks M. tuberculosis UGM enzyme. P9WIQ1. purified UGM, fluorescence polarization probe displacement. inhibition, % at 10 µM. actives 0.06% (n = 320,000). AID 504406; in the data active = inhibition above about 10%, passing the limit was not always enough
Vc quorum ag – quorum light induction in luxS cqsA deficient V. cholerae; V. cholerae BH1578 lux reporter, luminescence, 6 h; activation, % at 18.7 µM; actives 0.16% (n = 350,000); in the data active = activation mostly above about 9.7%, no sharp cut-off; also: not every result past the cut was called active; inactives centre near 0; reference of the scale not given here
Mtb FBA inh – inhibits M. tuberculosis FBA enzyme; P9WQA3; purified M. tuberculosis FBA, fluorescence read-out; inhibition, % at 1 µM; actives 2.3% (n = 360,000); in the data active = inhibition above about 27%;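 also: 0% = vehicle and 100% = reference inhibitor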
GDH-TPI counter – counter-screen for M. tuberculosis FBA inhibitors: GDH-TPI coupled enzymes; GDH-TPI coupled enzyme counterscreen, NADH absorbance; inhibition, % at 4.8 µM; actives 1.2% (n = 360,000); AID 588335; in the data active = inhibition above about 30%;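 also: 0% = DMSO wells and 100% = wells lacking the enzyme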
SSB-PriA inh – blocks PriA binding to SSB C-terminal tail. AlphaScreen SSBct-PriA binding, biotinylated peptide. inhibition, % at 33 µM. actives 0.6% (n = 430,000); in the data active = inhibition mostly above about 37%, no sharp cut-off; inactive = mostly below about 20%;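 also: plate controls were negative control peptide for no effect and reference peptide for full effect; strong numbers were not always called active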
* marks the source's active call; other numbers are inactive results; i = inactive; x = not tested or not shown; + = active, no number; & = joins results of further samples.

Start of the data: the first two records, to show the layout:
1: CCOc1cc(C(=O)N/N=C(\C)Cc2ccc(OC)cc2)cc(OCC)c1OCC
2: CC1(C)S[C@@H]2[C@H](NC(=O)[C@H](N)c3ccccc3)C(=O)N2[C@H]1C(=O)OC1OC(=O)c2ccccc21 (some centres undefined)
screen / no.	1	2
3CLpro inhibitor	2	x
DUSP3 inh	-6	x
MazEF act	-1	-15
Rv3671c protease	-14	-9
BioA inh	3.7	-1.0
Mtb UGM inh	1.0	4.2
Vc quorum ag	-0.3	-0.7
Mtb FBA inh	-2	66*
GDH-TPI counter	3	7
SSB-PriA inh	x	-7

Results, from the first entry:
1: CCOc1cc(C(=O)N/N=C(\C)Cc2ccc(OC)cc2)cc(OCC)c1OCC
2: CC1(C)S[C@@H]2[C@H](NC(=O)[C@H](N)c3ccccc3)C(=O)N2[C@H]1C(=O)OC1OC(=O)c2ccccc21 (some centres undefined)
3: Cc1ccc(S(=O)(=O)N2CCCCC2)cc1C(=O)NCc1ccncc1
4: CN1CCS/C1=C/C=C1\SC(=S)N(CC(=O)O)C1=O
5: C=CCOc1ccc(CN(C)C(=O)C2CCCO2)cc1 (centres undefined)
6: Cc1cccc(NC(=O)Cn2nc(-c3ccco3)ccc2=O)c1C
7: O=C(NC(=S)NCc1cccnc1)c1ccccc1F
8: Cc1c(NC(=O)COC(=O)C(c2ccc(Cl)cc2)C(C)C)c(=O)n(-c2ccccc2)n1C (centres undefined)
9: COc1cc(/C=C2\SC(=S)N(CC(=O)Nc3cccnc3)C2=O)cc(OC)c1OC
10: CCNC(=O)/C(C#N)=C/c1c(N2CCN(C)CC2)nc2c(C)cccn2c1=O
screen / no.	1	2	3	4	5	6	7	8	9	10
3CLpro inhibitor	2	x	-4	1	-6	-1	-3	0	3	3
DUSP3 inh	-6	x	-5	30	19	2	6	4	4	12
MazEF act	-1	-15	11	-512	13	11	-1	1	-8	6
Rv3671c protease	-14	-9	-6	-4	-8	-10	-7	1	-12	-3
BioA inh	3.7	-1.0	-0.8	-78	-0.6	-0.5	-5.3	4.3	x	-1.7
Mtb UGM inh	1.0	4.2	-1.1	-13	-1.3	0.8	3.2	-1.7	-0.3	-1.4
Vc quorum ag	-0.3	-0.7	-0.2	i	i	-0.2	-0.3	-2.1	-0.4	8.3
Mtb FBA inh	-2	66*	-1	-38	2	11	3	-1	0	59*
GDH-TPI counter	3	7	5	14	9	7	7	-10	9	3
SSB-PriA inh	x	-7	3	4	10	-4	-10	-1	28	-9

11: CC(=O)c1c(C)[nH]c(C(=O)OCC(=O)NCCc2ccc(Cl)cc2)c1C
12: C/C=C1\CN2[C@H]3C[C@@]45c6ccccc6N(C)[C@H]4[C@@H]2CC1C3[C@H]5O (some centres undefined)
13: Nc1ccc(S(=O)(=O)NNC(=O)C(=O)NNc2ccccn2)cc1
14: CS(=O)(=O)c1ccc(Cl)c(NC(=O)Cc2c(Cl)cccc2Cl)c1
15: Cc1ccc2c(c1)C(=O)CC(O)(C(F)F)O2 (centres undefined)
16: Cc1ccc(C)c(NC(=O)Cc2nc(CNCC(C)C)cs2)c1
17: CC1CCCC(NC(=O)COC(=O)CN2C(=O)C3CCCCC3C2=O)C1C (centres undefined)
18: O=C(c1ccccc1)N1CCN(C(=O)c2ccccc2Br)CC1
19: O=C(Nc1ccccc1C(=O)N/N=C/c1ccco1)c1ccccc1Cl
20: N#CC1(NC(=O)COc2ccc(S(=O)(=O)N3CCCC3)cc2[N+](=O)[O-])CCCCC1
screen / no.	11	12	13	14	15	16	17	18	19	20
3CLpro inhibitor	2	x	-5	3	2	-6	4	0	11	x
DUSP3 inh	17	x	-20	6	9	32	15	32	23	x
MazEF act	-2	11	-8	-4	-6	13	-5	5	-5	-2
Rv3671c protease	-11	1	6	-1	6	10	4	-5	-12	7
BioA inh	x	0.0	0.1	0.2	x	-1.0	x	-0.7	-3.2	-1.7
Mtb UGM inh	0.7	0.5	0.1	1.1	-0.2	-1.8	0.2	-0.5	-3.1	0.3
Vc quorum ag	-4.5	-0.6	x	i	-0.4	-0.3	i	-17	-0.3	-0.4
Mtb FBA inh	2	4	-2	-6	8	0	0	0	0	-2
GDH-TPI counter	-3	8	0	-7	8	-5	7	0	28	12
SSB-PriA inh	3	x	35	-8	-6	-7	-2	-14	x	-10

Single entries from the entries so far.
Value for entry 15 in SSB-PriA inh: -6
Value for entry 17 in Mtb UGM inh: 0.2
Value for entry 16 in Mtb FBA inh: 0

Going on with the list.
21: CCCn1c(SCC(=O)NCc2ccc(OC)cc2)n[nH]c1=O
22: CC1=NN(C(C#N)c2ccc(F)cc2)C(C)(C)C1 (centres undefined)
23: COc1ccccc1OCCCC(=O)Nc1nccs1
24: O=C(N/C(=C\c1ccc([N+](=O)[O-])cc1)C(=O)N1CCCCC1)c1ccc(Br)o1
25: COC(=O)c1ccc(C23CC4(C2)[C@H](CN(CC2CCCCC2)[C@@H]4c2ccccc2)C3c2ccc(C(F)(F)F)cc2)cc1 (some centres undefined)
26: S=c1[nH]cnc2scc(-c3ccccc3)c12
27: Cc1ccc(S(=O)(=O)c2cc(C#N)c(=O)[nH]c2N)cc1
28: O=C(NCC1CCCO1)c1ccc[nH]1 (centres undefined)
29: O=C(Nc1ccc(Cl)cn1)c1ccccc1F
30: CC(C)CCNC(=O)c1ccc(Cl)c(N)c1
screen / no.	21	22	23	24	25	26	27	28	29	30
3CLpro inhibitor	-1	2	-1	3	x	6	-5	4	-1	0
DUSP3 inh	2	26	22	-6	0	-4	6	-2	-2	26
MazEF act	13	6	0	5	-24	5	-12	6	7	x
Rv3671c protease	8	1	1	2	-4	6	-7	-1	2	6
BioA inh	1.0	x	x	-3.2	x	-4.9	0.6	-1.5	-2.0	x
Mtb UGM inh	-3.4	-0.6	4.1	-1.4	-1.1	0.1	1.4	-1.3	2.4	4.0
Vc quorum ag	i	-0.4	i	-7.7	x	-0.4	-0.3	i	i	x
Mtb FBA inh	-1	2	1	-2	x	-1	8	3	-5	x
GDH-TPI counter	-2	-7	2	13	x	17	15	-9	11	x
SSB-PriA inh	-7	2	-15	-4	-4	4&9	20	5	-10	x

31: Cc1cccc(OCC(=O)N(Cc2ccccc2)c2c(N)n(Cc3ccccc3)c(=O)[nH]c2=O)c1
32: O=C(NCc1ccccc1Cl)c1ccncc1
33: Cc1ccc(S(=O)(=O)N=Nc2c(O)[nH]c3ccccc23)cc1
34: CCOc1ccc2nc(NC(=O)C3CSC4(C)CCC(=O)N34)sc2c1 (centres undefined)
35: O=C(OCC1CC(c2ccccc2Cl)=NO1)c1ccc(Br)cc1 (centres undefined)
36: O=C(CCl)N1CCN(S(=O)(=O)c2ccc3c(c2)CCC3)CC1
37: Cc1ccnc(Nc2nc(-c3ccc(Cl)cc3)cs2)c1
38: c1ccc2c(c1)CCCN2c1nc(N2CCOCC2)nc(N2CCOCC2)n1
39: CC1CN(C(=O)CSc2nnc(-c3ccncc3)n2-c2ccccc2)CC(C)O1 (centres undefined)
40: O=C(Nc1ccc(CN2CCOCC2)cc1)c1cccc(F)c1
screen / no.	31	32	33	34	35	36	37	38	39	40
3CLpro inhibitor	x	0	-2	x	2	x	9	0	-3	-2
DUSP3 inh	x	-3	-2	x	5	x	5	2	-23	3
MazEF act	2	-28	4	-1	-1	1	-11	-2	-4	3
Rv3671c protease	10	3	-2	2	1	3	2	6	-5	5
BioA inh	-0.9	-1.2	-0.2	-1.9	x	-0.1	-0.6	-0.9	-1.7	4.5
Mtb UGM inh	-0.4	0.2	2.6	2.7	1.4	-1.1	0.5	-1.7	0.2	1.6
Vc quorum ag	i	2.1	i	i	i	-0.8	-0.3	-0.2	-0.3	i
Mtb FBA inh	4	2	-3	4	2	-3	1	-5	2	2
GDH-TPI counter	1	7	-4	7	-4	-5	7	-12	14	6
SSB-PriA inh	1	-8	-6	-9	13	-1	-6	1	3	-6

Screen by screen, quoted from above.
Compounds 21 to 24 in Mtb UGM inh read -3.4, -0.6, 4.1, -1.4
Compounds 21 to 24 in MazEF act read 13, 6, 0, 5
Compounds 21 to 24 in DUSP3 inh read 2, 26, 22, -6

Next section
41: CCOC(=O)CN1C(=O)/C(=C/c2c(F)cccc2Cl)Oc2ccccc21
42: CCOC(=O)Cc1nn(CC)c(=O)c2ccccc12
43: COc1ccc(C2=Nn3c([n+](C)c4ccccc43)SC2)cc1
44: OCc1nc2ccccc2n1CCCc1ccccc1
45: CCC(C)NC(=O)c1cc(-c2cccs2)nc2ccccc12 (centres undefined)
46: CC(=O)N1CCc2cc(S(=O)(=O)NC3CCCc4ccccc43)ccc21 (centres undefined)
47: CCOc1ncccc1C(=O)Nc1ccc(-c2ccc3nnc(C)n3n2)cc1
48: CC(=O)Nc1ccc(/C=N/NC(=O)c2cc(-c3ccco3)nc3ccccc23)cc1
49: COc1ccc(S(=O)(=O)N(C)CC(=O)NC2CCCCC2)cc1Cl
50: COc1cc2c(cc1OC)CN(C(=O)/C=C/c1cccs1)CC2
51: COc1ccc(/C=C(/NC(=O)c2ccc(Br)cc2)C(=O)Nc2cccc(C(=O)O)c2)cc1
52: COc1cc(-c2nc3ccc(N4CCN(C)CC4)cc3[nH]2)cc(OC)c1OC
screen / no.	41	42	43	44	45	46	47	48	49	50	51	52
3CLpro inhibitor	-3	-1	-3	x	4	1	4	4	5	-2	x	-1
DUSP3 inh	2	30	18	x	x	-3	24	16	19	-17	x	20
MazEF act	2	-9	11	8	10	-1	-5	-1	3	8	-5	0
Rv3671c protease	-14	-5	2	x	2	7	5	-118	-4	1	x	6
BioA inh	x	x	x	0.7	-1.9	-1.7	x	0.1	-0.6	x	x	x
Mtb UGM inh	0.7	-1.1	2.6	x	0.1	-1.3	4.5	-0.9	4.3	2.9	x	-0.8
Vc quorum ag	i	0.0	i	-1.2	i	-10	i	2.4	-0.5	-0.5	i	-0.3
Mtb FBA inh	11	1	0	-3	94*	-8	8	19	1	0	-3	+
GDH-TPI counter	14	-2	8	-2	21	6	13	16	6	10	17	11
SSB-PriA inh	-33	-17	1	x	-5	-13	-3	i	-13	-1	x	10

Reformatted with values under each structure: 5 of the compounds above.
Order of results: 3CLpro inhibitor | DUSP3 inh | MazEF act | Rv3671c protease | BioA inh | Mtb UGM inh | Vc quorum ag | Mtb FBA inh | GDH-TPI counter | SSB-PriA inh
49	COc1ccc(S(=O)(=O)N(C)CC(=O)NC2CCCCC2)cc1Cl
→ 5 | 19 | 3 | -4 | -0.6 | 4.3 | -0.5 | 1 | 6 | -13
52	COc1cc(-c2nc3ccc(N4CCN(C)CC4)cc3[nH]2)cc(OC)c1OC
→ -1 | 20 | 0 | 6 | x | -0.8 | -0.3 | + | 11 | 10
46	CC(=O)N1CCc2cc(S(=O)(=O)NC3CCCc4ccccc43)ccc21 (centres undefined)
→ 1 | -3 | -1 | 7 | -1.7 | -1.3 | -10 | -8 | 6 | -13
44	OCc1nc2ccccc2n1CCCc1ccccc1
→ x | x | 8 | x | 0.7 | x | -1.2 | -3 | -2 | x
45	CCC(C)NC(=O)c1cc(-c2cccs2)nc2ccccc12 (centres undefined)
→ 4 | x | 10 | 2 | -1.9 | 0.1 | i | 94* | 21 | -5

Some of the compounds tested (hit frequency here may not be typical).
